# HKDC1 inhibitor: HKDC1 (human) hexokinase inhibition; Q2TB90; recombinant HKDC1, G6PDH/diaphorase resazurin coupled fluorescence; inhibition, % at 20 µM; hit rate 0.16% among 340,000; AID 493160;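 active means inhibition above about 35% when tested at 20 µM, limit read from the data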;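 further: plate controls were DMSO wells with enzyme for no effect and DMSO wells lacking enzyme for full effect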
#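 Test system: HK5 enzyme. Quantity: 5 µg/mL HK5 final. Reagent: glucose and ATP substrates. Schedule: 90 min reaction incubation at room temperature, dark. Technique: resazurin-to-resorufin fluorescence via G6PDH and diaphorase coupling, 525/613 nm. Control set: DMSO wells with and without enzyme mix.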
# ATG4B inhibitor: ATG4B (human) cysteine protease inhibition. ATG4B cleavage of LC3-PLA2, NBD-HPC fluorescence, 1 h. Q9Y4P1. hit rate 0.51% among 340,000. inhibition, % at 8.33 µM. AID 504462; in the data active means inhibition above about 40%
# Target sequence (Q9Y4P1 whole entry, looked up): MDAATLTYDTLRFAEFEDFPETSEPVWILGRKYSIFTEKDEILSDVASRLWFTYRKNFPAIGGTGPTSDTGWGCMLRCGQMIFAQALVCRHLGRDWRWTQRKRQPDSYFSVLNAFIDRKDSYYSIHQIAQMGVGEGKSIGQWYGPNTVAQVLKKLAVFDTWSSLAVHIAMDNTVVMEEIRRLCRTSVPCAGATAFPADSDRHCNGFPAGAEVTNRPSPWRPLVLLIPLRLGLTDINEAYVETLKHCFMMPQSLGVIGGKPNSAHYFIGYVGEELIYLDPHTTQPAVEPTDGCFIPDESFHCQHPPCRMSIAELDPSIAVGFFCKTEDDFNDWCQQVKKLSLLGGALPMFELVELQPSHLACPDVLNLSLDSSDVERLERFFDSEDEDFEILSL
# hIAP inh: human IAP inhibition; purified IAP, CDP-Star luminescence, 30 min; inhibition, % at 10 µM; hit rate 0.12% among 330,000; AID 2544;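 active means inhibition reaching a set limit with compound at 10 µM in the primary screen, cut at about 35% in these data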;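 further: plate controls were DMSO wells with enzyme for no effect and no-enzyme buffer wells for full effect; values of inactives mirror those of a sister screen read the other way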
# mIAP activ: mouse IAP activation; muIAP, CDP-Star luminescence, 30 min; stronger effect = higher value; 1 = vehicle-only enzyme signal, 0 = enzyme-free wells; activation factor at 10 µM; hit rate 0.24% among 330,000; AID 2805;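 active means activation factor of at least 2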; further: the source names both 10 and 20 µM as test concentration; values of inactives mirror those of a sister screen read the other way
#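 also added = chemiluminescent substrate CDP-Star | test system = mouse IAP enzyme | signal = chemiluminescence readout | compound = DMSO-dissolved test compounds | incubation = 30 min at room temperature | benchmarks = DMSO wells, no-enzyme wells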
# mIAP block: mouse IAP inhibition; purified mouse IAP, CDP-Star luminescence, 30 min; inhibition, % at 10 µM; hit rate 0.2% among 330,000; AID 2806;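 active means inhibition of at least 40% at 10 µM in the primary screen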;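 further: plate controls were DMSO with enzyme for no effect and no enzyme wells for full effect; values of inactives mirror those of a sister screen read the other way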
# hIAP act: human IAP activation | P09923 | hit rate 0.16% among 330,000 | AID 2524 | activation factor at 10 µM | purified human IAP, CDP-Star luminescence, 30 min; stronger effect = higher value; 1 = vehicle-only enzyme, 0 = enzyme-free background;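 active means activation factor of the enzyme at least 2-fold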; further: the source names both 10 and 20 µM as test concentration; values of inactives mirror those of a sister screen read the other way
# PfGluPho inh: PfG6PD (Plasmodium falciparum) enzyme inhibition; PfGluPho enzyme, NADPH resazurin-diaphorase fluorescence; inhibition, % at 20 µM; hit rate 0.78% among 350,000; AID 504690;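 active means inhibition reaching at least a set limit at 20 µM in the primary screen, cut at about 59% in these data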;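 further: 0% = DMSO wells with substrate and 100% = DMSO wells lacking glucose-6-phosphate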
# A3A deaminase: human APOBEC3A DNA deaminase inhibition. inhibition, % at 20 µM. hit rate 0.41% among 330,000. recombinant A3A, FAM/TAMRA ssDNA deamination fluorescence. P31941. AID 493011;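 active means at least 40% inhibition at 20 µM here, with at most 30% in a related deaminase screen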;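 further: plate controls were A3A with DMSO for no effect and wells lacking A3A enzyme for full effect; some results filed as inactive read as strong as hits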
# Target sequence (P31941 whole entry, looked up): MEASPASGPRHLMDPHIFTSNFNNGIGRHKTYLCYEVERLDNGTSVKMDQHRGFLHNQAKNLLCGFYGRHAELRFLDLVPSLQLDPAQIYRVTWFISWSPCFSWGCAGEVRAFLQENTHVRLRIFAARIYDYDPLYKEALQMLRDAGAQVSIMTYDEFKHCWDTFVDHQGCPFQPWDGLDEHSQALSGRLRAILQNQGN
# Active calls of the source: *; · = no result given.
hIAP inh	A3A deaminase	HKDC1 inhibitor	mIAP activ	ATG4B inhibitor	PfGluPho inh	mIAP block	hIAP act	structure
-12	6	-5	0.88	3	3	12	1.1	COc1ccccc1NS(=O)(=O)c1cc(N=N/C(C(=O)Nc2ccc(Cl)cc2)=C(/C)O)ccc1C
-9	0	2	1.1	1	-5	-10	1.1	Cn1nnc(NC(=O)c2ccccc2)n1
-5	-3	-5	1.1	-2	-4	-7	1.1	CC(=O)C1=C(C)NC(=O)NC1c1ccc(Cl)cc1 (stereo not given)
17	0	2	0.89	-3	-10	11	0.83	CC(/C=C1\N=C(SCc2ccccc2Cl)SC1=O)=C\c1ccccc1
7	-4	0	1.1	9	13	-9	0.93	CC(NC(=O)Nc1ccccc1)C(c1ccccc1)N1CCOCC1 (stereo not given)
-8	5	-1	1.1	-1	-2	-5	1.1	Cc1ccc(NC2=C(Cl)C(=O)OC2OC(=O)c2ccco2)cc1C (stereo not given)
3	1	-10	0.95	1	-1	5	0.97	CCOc1ccc(NC(=O)N2CCN(CC)CC2)cc1
-3	2	-7	1.1	0	6	-9	1	CCOC(=O)NNS(=O)(=O)c1cc(Br)ccc1Br
-3	0	-2	1.1	0	1	-7	1	Cc1noc(C)c1COc1ccc(C(=O)NNC(=O)c2ccccc2F)cc1
-13	-4	-1	0.95	5	-14	5	1.1	O=C(c1ccc(S(=O)(=O)Nc2ccccc2F)cc1)N1CCCCCC1
10	9	·	0.93	·	·	7	0.9	Cc1ccc(SCc2cc(=O)n3ccsc3n2)c(C)c1
-14	1	-3	0.83	3	8	17	1.1	Cc1ccn2c(Nc3ccccc3C)c(-c3cccnc3)nc2c1
-11	-1	-8	0.98	-2	-5	2	1.1	Cc1cccc(N(CC(=O)NC2CCCCC2)C(=O)CCC(=O)Nc2nccs2)c1
14	-3	-5	0.96	10	-10	4	0.86	COc1ccccc1CN(C)C(=O)c1cc2ccccc2o1
-2	-1	2	1.1	-12	-10	-7	1	CCC(C)n1c(SCC(=O)Nc2ccc3[nH]c(=O)[nH]c3c2)nc2ccccc2c1=O (stereo not given)
-11	-5	15	0.84	8	-27	16	1.1	O=C(O)c1cc(NC(=O)c2ccc(Br)cc2)cc(NC(=O)c2ccc(Br)cc2)c1
3	-9	9	0.95	-8	1	5	0.97	C=CCn1c(N2CCCCCC2)nc2c1c(=O)n(C)c(=O)n2C
-10	-3	-1	0.93	2	-2	7	1.1	CC1CCC(NS(=O)(=O)c2ccc(N3CCCC3=O)cc2)CC1 (stereo not given)
0	1	-8	0.85	-6	10	15	1	CCN(CC)CCN(Cc1cc2cc(C)c(C)cc2[nH]c1=O)C(=S)NCc1ccco1
3	-1	5	0.94	-9	23	6	0.97	CC(=O)Oc1ccc([C@@H]2COc3c(ccc4c3C=CC(C)(C)O4)C2)c(OC(C)=O)c1
-1	-2	-2	0.96	-17	22	4	1	CCCCNc1nc2c(c(=O)n(C)c(=O)n2C)n1Cc1cccc(OC)c1
0	1	0	1	9	8	-3	1	O=C(Cc1ccc(Cl)c(Cl)c1)NC1CCCCCC1
-4	-2	-5	1	-12	8	-4	1	CCOc1ccccc1NC(=O)CN(c1cc(C)cc(C)c1)S(=O)(=O)c1c(C)noc1C
0	-2	-7	1	7	-6	0	1	COc1ccc(Cl)cc1NC(=O)C(C)NC(c1ccccc1)c1ccccc1 (stereo not given)
-9	1	-6	0.9	4	-2	10	1.1	CN(C)C(=O)NCc1ccc(S(N)(=O)=O)cc1
-3	0	-2	0.89	-29	-1	11	1	Cc1cc(Cl)ccc1C(=O)C1CCCN(C(=O)c2cc(C(C)C)no2)C1 (stereo not given)
2	2	-4	0.94	2	1	6	0.98	COc1cc(C(=O)Nc2nc3ccc(S(C)(=O)=O)cc3s2)cc(OC)c1C
0	-3	-5	1	0	-9	-5	1	Cc1ccc(CSCC(=O)Nc2c(C)n(C)n(-c3ccccc3)c2=O)cc1
-5	-3	0	0.98	-3	2	2	1.1	COc1cc(S(=O)(=O)NCCCN2CCOCC2)ccc1-n1cnnn1
-8	2	-5	0.91	2	-4	9	1.1	CCN(CCn1cccn1)C(=O)c1cc(COc2cc(C)ccc2C)on1

# Shown with two lines to a compound: entries from further up
# Order of results: hIAP inh	A3A deaminase	HKDC1 inhibitor	mIAP activ	ATG4B inhibitor	PfGluPho inh	mIAP block	hIAP act
> CC1CCC(NS(=O)(=O)c2ccc(N3CCCC3=O)cc2)CC1 (stereo not given)
→ -10	-3	-1	0.93	2	-2	7	1.1
> CCN(CC)CCN(Cc1cc2cc(C)c(C)cc2[nH]c1=O)C(=S)NCc1ccco1
→ 0	1	-8	0.85	-6	10	15	1
> CC(=O)Oc1ccc([C@@H]2COc3c(ccc4c3C=CC(C)(C)O4)C2)c(OC(C)=O)c1
→ 3	-1	5	0.94	-9	23	6	0.97
> CCCCNc1nc2c(c(=O)n(C)c(=O)n2C)n1Cc1cccc(OC)c1
→ -1	-2	-2	0.96	-17	22	4	1

# Continued:
hIAP inh	A3A deaminase	HKDC1 inhibitor	mIAP activ	ATG4B inhibitor	PfGluPho inh	mIAP block	hIAP act	structure
7	2	-4	0.96	-2	1	4	0.93	Oc1cccnc1CCc1ccccc1
-5	-2	-5	1	4	2	-4	1	CCOC(=O)CSc1nc2cc3c(cc2cc1C#N)OCCO3
-10	-6	14	1.1	5	-14	-10	1.1	CCc1ccc(CN(C)C(=O)CCc2nnc(CCc3ccccc3OC)o2)nc1
-12	-4	-4	0.88	-6	8	12	1.1	O=C(c1cc(S(=O)(=O)N2CCOCC2)ccc1Cl)N1CCOCC1
3	0	-1	1.1	-6	-11	-7	0.97	Cn1c(C(=O)NCCc2ccccc2)cc(=O)n(C)c1=O
7	-4	2	0.95	-3	3	5	0.93	CCn1c(COc2cccc(OC)c2)nnc1SCC(=O)NC1CCCC1
-8	0	5	0.9	-9	11	10	1.1	Fc1ccc(C(CCCn2nnc(-c3cccnc3)n2)c2ccc(F)cc2)cc1
6	-1	-2	1.1	-2	0	-5	0.94	COc1ccc(C2C(C(=O)N3CCOCC3)CCC(=O)N2c2cc(OC)c(OC)c(OC)c2)cc1 (stereo not given)
28	9	17	0.85	19	0	15	0.72	COc1cc(/C=C2\C(=O)NN(c3ccc(C)cc3)C2=O)cc([N+](=O)[O-])c1O
-26	-5	-4	1	4	-10	-4	1.3	N#C/C(=N\Nc1ccc(F)cc1)C(=O)C1CC1
9	-2	-4	0.99	9	-7	1	0.91	C[C@H](NC(=O)N1CCC(Cc2ccccc2)CC1)C(=O)O
3	-1	8	1	-8	21	-2	0.97	S=C(NCCc1ccccc1)Nc1nccs1
-4	-2	14	0.93	-5	-9	7	1	COc1cc(OC)c(OC)cc1/C=C/c1cc(C(F)(F)F)[nH]c(=O)n1
-13	-7	11	1	-3	12	-1	1.1	N#CC1=C(N)OC2=C(CC/C2=C\c2ccccc2)C1c1ccccc1 (stereo not given)
-3	0	-5	1	1	4	-1	1	CN1N=C(C(=O)NC2CCCc3c2cnn3-c2ccc(F)cc2F)CCC1=O (stereo not given)
9	-1	4	0.93	-10	-9	7	0.91	CCOc1ccc(-c2nc3n(c(=O)c2C#N)CCCS3)cc1
14	-3	-8	0.95	6	-10	5	0.85	COc1ccc(C(=O)OC(C)CN2CCN(C)CC2)cc1 (stereo not given)
12	-1	-3	0.91	2	-3	9	0.88	CSC1=NC(C)(C)C=C(/C=C/c2c(Cl)cccc2Cl)N1
-14	-3	-2	1.1	-8	2	-10	1.1	CN(CC(=O)Nc1ccccc1Cl)CC(=O)N1CCc2ccccc21
3	-1	-19	0.85	-8	1	15	0.97	COc1cc(OC)cc(C(=O)NC(=S)NNC(=O)Cc2cccs2)c1
-23	-5	-2	1.1	-7	0	-8	1.2	CN1CCN(c2ccccc2NC(=O)c2c(F)cccc2F)CC1
16	-1	-12	0.98	-2	10	2	0.84	CCc1c(C)nc2ncnn2c1N1CCC(C(=O)N2CCN(c3ccc(F)cc3)CC2)CC1
2	34	-10	1	-6	-8	-2	0.98	COCCn1cc(C(=O)NCCCN2CCC(C)CC2)c2c3ccccc3n(C)c2c1=O
-13	0	-13	0.97	-6	7	3	1.1	O=C(/C=C/c1ccccc1[N+](=O)[O-])NCC1CCCO1 (stereo not given)
-6	1	-4	0.99	-3	-1	1	1.1	CCOc1ccc(C(=O)CCC(=O)NC2=NCCS2)cc1
-24	0	-2	0.85	1	1	15	1.2	Cc1nnc(SCC(=O)Nc2ccc(S(N)(=O)=O)cc2)n(N)c1=O
-2	13	-2	1.1	-9	21	-6	1	CCCCCC(=O)Nc1ccc(N2CCOCC2)c(S(=O)(=O)Nc2ccc(OC)cc2)c1
12	-4	1	0.94	-9	-14	6	0.88	CC(C)Cc1ccc(S(=O)(=O)Nc2ccc3[nH]c(=O)[nH]c3c2)cc1
7	-3	7	1.1	12	-18	-8	0.93	CCN(c1ccc(C)cc1)S(=O)(=O)c1nnc(NC(=O)c2ccco2)s1
-8	-1	-2	1	-9	5	-2	1.1	COc1cc([N+](=O)[O-])ccc1NC(=O)N1CCCCCC1
3	-5	-1	0.8	-19	12	20	0.97	COCCn1c(=NC(=O)CSC(C)=O)sc2cc(OC)ccc21
-6	-4	-5	0.98	5	11	2	1.1	OC(CNC1CCCC1)COc1ccc(F)cc1 (stereo not given)
-3	-7	·	0.96	·	·	4	1	NC(=O)CCC(NS(=O)(=O)c1ccc(Cl)cc1)C(=O)NCc1ccccc1 (stereo not given)

# Compounds from the list above that contain two or more sulfur atoms:
hIAP inh	A3A deaminase	HKDC1 inhibitor	mIAP activ	ATG4B inhibitor	PfGluPho inh	mIAP block	hIAP act	structure
17	0	2	0.89	-3	-10	11	0.83	CC(/C=C1\N=C(SCc2ccccc2Cl)SC1=O)=C\c1ccccc1
10	9	·	0.93	·	·	7	0.9	Cc1ccc(SCc2cc(=O)n3ccsc3n2)c(C)c1
2	2	-4	0.94	2	1	6	0.98	COc1cc(C(=O)Nc2nc3ccc(S(C)(=O)=O)cc3s2)cc(OC)c1C
3	-1	8	1	-8	21	-2	0.97	S=C(NCCc1ccccc1)Nc1nccs1
3	-1	-19	0.85	-8	1	15	0.97	COc1cc(OC)cc(C(=O)NC(=S)NNC(=O)Cc2cccs2)c1
-24	0	-2	0.85	1	1	15	1.2	Cc1nnc(SCC(=O)Nc2ccc(S(N)(=O)=O)cc2)n(N)c1=O
7	-3	7	1.1	12	-18	-8	0.93	CCN(c1ccc(C)cc1)S(=O)(=O)c1nnc(NC(=O)c2ccco2)s1
3	-5	-1	0.8	-19	12	20	0.97	COCCn1c(=NC(=O)CSC(C)=O)sc2cc(OC)ccc21

# Screening data as filed in PubChem BioAssay.
